ERK EGF block – inhibitors of EGF-stimulated ERK signaling pathway. actives 0.41% (n = 130,000). Potency, µM (series often up to 11.5 µM), without a hit: at the highest dose activity change, negative = inhibition, most hits filed as inhibitors. AID 1454. HEK293-V1b, EGF-stimulated phospho-ERK AlphaScreen; active means well fitted inhibition curve with a large enough effect; inconclusive means small, poorly fitted or top-dose-only effect, or effect the other way;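 further: plate controls were stimulated vehicle wells for no effect and unstimulated vehicle basal for full effect; nearly all actives have a fitted effect of over 55% in size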
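HEK293 cells stably expressing V1b receptor, serum-reduced (1% FBS) overnight, got compound for 30 min at 37C, then 25 nM EGF for 5 min. Lysate phospho-ERK read by AlphaScreen SureFire; AC50 from Hill fits.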
* = called active by the depositor; ? = inconclusive; [ ] = another dose, or the depositor's remark. Potency means the concentration at half of the fitted maximal effect. The list is partial. The share of hits here may be higher or lower than overall.

SMILES	ERK EGF block
CC(=O)Nc1ccc(C(=O)OCC(=O)Nc2ccc([N+](=O)[O-])cc2C(F)(F)F)cc1	2%
Cc1cc(=O)[nH]c(SCC(=O)NC(c2ccccc2)c2ccccc2)n1	5%
O=C(Nc1cccc2ncccc12)c1ccc(F)cc1	-2%
CCC(C(=O)NNC(=O)c1cnccn1)c1ccccc1 (stereo unspecified)	0%
CC1CC(Nc2ccccc2)c2ccccc2N1C(=O)c1ccco1 (stereo unspecified)	-23%[57.5 µM]
c1ccc(N/N=C(\Cc2nc3ccccc3[nH]2)c2ccccc2)cc1	-4%
CCC(=O)Oc1ccc(C(=O)Nc2ccc([N+](=O)[O-])cc2)cc1	-6%[57.5 µM]
CC(C)(C)[C@H]1C=C(C(=O)NC2CC2)O[C@@H](OCc2ccc(CO)cc2)C1	-18%[57.5 µM]
C=CC[n+]1c(-c2ccc(C)cc2)csc1Nc1ccc(NC(C)=O)cc1	?
CNC(=O)c1[nH]cnc1C(=O)Nc1ccc(Cl)cc1	-4%[57.5 µM]
COc1cccc(C(=O)COc2ccc3c(C)c(Cc4ccccc4)c(=O)oc3c2)c1	-8%
NC(=O)N/N=C/c1cc(Br)ccc1OCC(=O)NCc1ccccc1	7%
O=C(Nc1ccccc1C(F)(F)F)c1cc2ncc(CCCl)cn2n1	0%
O=C(N/N=C/c1cccnc1)c1ccccc1NS(=O)(=O)c1cccs1	-4%
CC(=O)c1sc(N/N=C2\CC3CCC2(C)C3(C)C)nc1C (stereo unspecified)	1%
O=C(CSc1nnc(-c2ccco2)c(-c2ccco2)n1)c1ccccc1	-3%
O=S(=O)(Nn1cnnc1)c1ccccc1	1%
COc1ccccc1N1CCN(CC(O)COc2ccc3c(c2)OCO3)CC1 (stereo unspecified)	-3%
COCCOC(=O)c1c(C)oc2ccc(NS(=O)(=O)c3ccc(F)cc3)cc12	3%[57.5 µM]
COC(=O)/C(Cc1cc(Br)c(OC)c(Br)c1O)=N/O	-3%
NC(=O)CC(NC(=O)Cc1cccc2ccccc12)c1ccc(NCCc2cccc(F)c2)c([N+](=O)[O-])c1 (stereo unspecified)	-16%[57.5 µM]
COc1cc(C(=O)Nc2cc(-c3cn4cccnc4n3)ccc2C)cc(OC)c1OC	-9%
O=[N+]([O-])c1cccc(N=Cc2sc3ccccc3c2O)c1	-6%
Nc1[nH]n(-c2ccccc2)c(=O)c1N=Nc1ccc2c(c1)OCO2	22µM*
C=CCn1c(CNC(=O)c2ccco2)nnc1SCC(=O)c1ccc(OC)cc1	-1%
CCCN(CCC)C(=O)c1cc([N+](=O)[O-])cc2c1-c1ccc([N+](=O)[O-])cc1C2=C(C#N)C#N	?
COc1ccc(C)cc1N(C(=O)c1ccccc1F)c1nc2ccccc2s1	-9%
CC(=O)Nc1ccc(-n2cnnn2)cc1	-1%
C/C=C/C(=O)OCC(=O)Nc1cccc(S(=O)(=O)NC2=NCCCCC2)c1	-3%
COC(=O)CNC(=O)CCc1nnc(C2(c3ccc(Cl)cc3)CCC2)o1	-6%

Reformatted bar-delimited: entries from further up.
SMILES | ERK EGF block
COC(=O)/C(Cc1cc(Br)c(OC)c(Br)c1O)=N/O | -3%
NC(=O)CC(NC(=O)Cc1cccc2ccccc12)c1ccc(NCCc2cccc(F)c2)c([N+](=O)[O-])c1 (stereo unspecified) | -16%[57.5 µM]

(cont.)
SMILES	ERK EGF block
COC(=O)CN1CC(=O)N(c2ccccc2)C1=S	-1%[57.5 µM]
COc1ccc(Nc2cc(Cl)nc(N)n2)cc1	6%
CC(C)Oc1ccc(OCCn2c(=S)[nH]c3c(N)ncnc32)cc1	-1%
NC(=S)NNC(=O)Nc1cccc(Cl)c1	7%
COc1ccc(CC(=O)OCC(=O)Nc2cccc(Br)c2)cc1	-7%
CC1CN=C(N(C(=O)Nc2ccccc2)C(C)C)S1 (stereo unspecified)	1%
O=C(Cn1nnc2ccccc2c1=O)NCc1ccc(Cl)cc1	3%
C=CCN(C(=O)CSC1=NC(=O)CN1C(C)=O)c1nc(C)c(-c2ccccc2)s1	-5%
CCN(C(=O)CSc1nnc(-c2ccccc2)o1)c1c(N)n(Cc2ccccc2)c(=O)[nH]c1=O	15%
NC(=O)CSc1nnnn1-c1ccccc1Cl	-21%
COc1cc(/C=C/C(=O)OCC(=O)NC(=O)NC(C)(C)C)ccc1OCC#N	4%
O=C(CCS(=O)(=O)c1ccccc1)NCCS(=O)(=O)c1ccccc1	5%
O=C(c1ccc(S(=O)(=O)N2CCCC2)cc1)N1CCC(CN2C(=O)c3cccc4cccc(c34)C2=O)CC1	2%[57.5 µM]
Cc1ccccc1C(=O)N1CCC(C(=O)N2CCN(S(=O)(=O)c3ccccc3F)CC2)CC1	-6%
CC(C)(C)SCCNC(=O)c1ccc(Cl)c([N+](=O)[O-])c1	-9%
O=C(NCCc1c[nH]c2ccccc12)C(=O)NCC1OCCN1S(=O)(=O)c1ccc(Cl)cc1 (stereo unspecified)	-2%
Cc1c(/N=C(\[O-])Nc2ccc(Br)cc2)sn[n+]1C	20%[57.5 µM]
Fc1ccccc1/C=N/Nc1ncnc2ccccc12	0%
COc1ccc(N(CC(=O)Nc2cc([N+](=O)[O-])ccc2C)S(C)(=O)=O)cc1OC	-4%[57.5 µM]
CC(=O)NC(Cc1ccc(C)cc1)C(=O)NC1CCN(c2ncccc2[N+](=O)[O-])CC1 (stereo unspecified)	1%
O=C1C2CC=CCC2C(=O)N1c1ccc(NCCc2ccccc2F)c([N+](=O)[O-])c1 (stereo unspecified)	?
N#Cc1ccc(C(=O)Nc2ccc([N+](=O)[O-])cc2)c(F)c1	-7%
COc1ccc(-c2ncc(CN3CCN(CCC(C)C)C(CCO)C3)cn2)cc1 (stereo unspecified)	-10%
CN1CCN(C(=O)CSc2ccc(C(F)(F)F)cc2[N+](=O)[O-])CC1	2%
O=C(NCc1ccccc1)c1ccc(Cl)nc1	1%
O=C(CSc1nc2ccccc2[nH]1)N/N=C/C=C\c1ccccc1[N+](=O)[O-]	?
COc1ccc(C(=O)Nc2ccccc2Cc2ccccc2)c(OC)c1	-6%
COc1ccccc1NCC(=O)N/N=C/c1sccc1C	1%
CC1(C)C(=O)CC[C@@]2(C)C1CC(O)[C@@]1(C)C3=CC(=O)OC(c4ccoc4)[C@]3(C)CCC21 (stereo partly specified)	13%
CCOc1ccccc1OCCCC(=O)Nc1sccc1C(N)=O	6%

ERK EGF block: hit marks shown above.
SMILES	ERK EGF block
Nc1[nH]n(-c2ccccc2)c(=O)c1N=Nc1ccc2c(c1)OCO2	22µM*

A second format for five compounds above.
ERK EGF block | canonical_smiles
-10% | COc1ccc(-c2ncc(CN3CCN(CCC(C)C)C(CCO)C3)cn2)cc1 (stereo unspecified)
2% | CN1CCN(C(=O)CSc2ccc(C(F)(F)F)cc2[N+](=O)[O-])CC1
1% | O=C(NCc1ccccc1)c1ccc(Cl)nc1
? | O=C(CSc1nc2ccccc2[nH]1)N/N=C/C=C\c1ccccc1[N+](=O)[O-]
-6% | COc1ccc(C(=O)Nc2ccccc2Cc2ccccc2)c(OC)c1

Back to the main list with the 4 entries that preceded the break.
SMILES	ERK EGF block
COc1ccc(C(=O)Nc2ccccc2Cc2ccccc2)c(OC)c1	-6%
COc1ccccc1NCC(=O)N/N=C/c1sccc1C	1%
CC1(C)C(=O)CC[C@@]2(C)C1CC(O)[C@@]1(C)C3=CC(=O)OC(c4ccoc4)[C@]3(C)CCC21 (stereo partly specified)	13%
CCOc1ccccc1OCCCC(=O)Nc1sccc1C(N)=O	6%
CCCCC(=O)Nc1ccc(C(=O)Nc2ccc(OC)cc2[N+](=O)[O-])cc1	13%
CC(C)CC(=O)Nc1ccc2c(c1)OCO2	-3%
CC(=O)c1cc(CN2CCN(Cc3ccccc3)C(CCO)C2)cs1 (stereo unspecified)	-3%[57.5 µM]
COc1cc(/C=N/NC(=O)c2ccccn2)cc2c1OCO2	6%
CCOC(=O)C1=C(C)N=C2SC(C)C(=O)N2C1c1ccccc1 (stereo unspecified)	0%
CCOC(=O)Cn1c(CN2CCOCC2)nc2c1c(=O)[nH]c(=O)n2C	7%
O=C(CNC(=O)c1ccc(F)cc1)N/N=C/c1cc(Br)ccc1OC(=O)/C=C/c1ccco1	-14%[57.5 µM]
CS(=O)(=O)N1CCN(c2ccccc2NC(=O)CSc2nnc(-c3ccco3)o2)CC1	5%
O=C(N=Nc1c(O)[nH]c2ccccc12)c1cccc(S(=O)(=O)Nc2ccccc2Cl)c1	?
O=C(COC(=O)c1ccc2c(c1Cl)C(=O)c1ccccc1C2=O)NC1CCCCC1	2%
O=C(C1CCCCC1)N1CCc2ccccc21	-11%
CC1(C)CC(=O)C(N=Nc2ccc(F)cc2)=C(O)C1	-24%[57.5 µM]
CCOc1ccc(N2C(=O)C(CC(=O)Nc3ccccc3)N(Cc3ccccn3)C2=S)cc1 (stereo unspecified)	-18%
COc1ccccc1CN1CN(S(=O)(=O)c2ccccc2)c2nc3ccccc3nc21	-19%[57.5 µM]
CC(=O)Nc1ccc(-c2cc(N)n(-c3ccccc3)n2)cc1	-17%[57.5 µM]
Cc1nn(C)c(C(=O)NN)c1Cl	-1%
COc1cc(NC(=O)c2cccc(C)c2)c(OC)cc1NC(=O)CN1CCOCC1	-3%
C=CCNc1ccc(C(=O)O)cc1	15%
O=C(COc1ccccc1)N/N=C/c1ccc2c(c1)OCO2	8%
Cc1cccc(N2CC(O)(c3cccs3)[N+]3=C2CCCC3)c1 (stereo unspecified)	-11%
O=C1CC2(CCCC2)CC(=O)N1CCCCNC[C@H]1COc2ccccc2O1	4%
Oc1ccc(Br)cc1C=Nc1cccn2cc(-c3ccccc3)nc12	-31%
N/C(=N\OC(=O)CCCc1ccccc1)c1ccc([N+](=O)[O-])cc1	-4%
Fc1ccc(C2=CC(c3cccs3)n3nnnc3N2)cc1 (stereo unspecified)	5%[57.5 µM]
Cc1cc(O)c(/C=N/Nc2ccc(F)cc2)c(=O)o1	-9%
Cc1ccc(/C=N/n2c(C)cc(C)c(C#N)c2=O)o1	-6%
COc1ccc(C(C(=O)NCC2CCCO2)N(C(=O)CNC(=O)c2cccs2)c2ccccc2)cc1OC (stereo unspecified)	-2%
O=C1CCCN1c1ccc(S(=O)(=O)Nc2cccnc2)cc1	-2%
COc1ccc(C(=O)NCc2nnc(SCC(=O)N3CCc4ccccc43)n2Cc2ccccc2)cc1	6%
CCCCCc1c2c(cc(O)c1C(=O)O)OC(=O)c1cc(C(=O)CCCC)c(OC)cc1O2	-3%
N#Cc1cc(N2CCOCC2)nc2ccccc12	16%[57.5 µM]
c1ccc(C2CCC(N3CCNCC3)CC2)cc1 (stereo unspecified)	-1%
CC(NC(=O)/C=C/c1ccc(Br)cc1)c1ccccc1 (stereo unspecified)	-2%
O=C(O)c1ccc(/C=C2\SC(=S)N(Nc3ccccc3)C2=O)cc1	-11%[57.5 µM]
Cc1ccc(C)c(CN2CCCNC2=O)c1	-5%[57.5 µM]
COc1ccc2nc(NC(=O)C3=NN(c4ccccc4)C(=O)CC3)sc2c1	-18%
COc1cnc(-c2ccccc2)nc1Oc1ccc(Cl)cc1C	9%
CCCCCCN(C(=O)CCCCCN1C(=O)NC(c2ccc(C(F)(F)F)cc2)C(C(=O)OCc2ccccc2)=C1C)C(C(=O)NCCCC)c1ccc(OCC(=O)OC)c(C(=O)OC)c1 (stereo unspecified)	-2%
O=C(NCc1ccco1)c1cc([N+](=O)[O-])ccc1N1CCCCC1	-4%
COCCCNC(=O)CN(c1cc(Cl)cc(Cl)c1)S(C)(=O)=O	3%
O=C1N(Cc2cccnc2)C[C@@H]2C[C@@H](c3ccccc3C(F)(F)F)N3CCC[C@@]123	-7%[57.5 µM]
COC(=O)c1ccc(C(NC(=O)OCc2ccccc2)/C(F)=C/[C@@H](C)C(=O)Nc2ccc(OC)cc2)cc1 (stereo partly specified)	1%
CC(C)Oc1ccc(CCC(=O)NNC(=O)CCC(=O)O)cc1	-5%[57.5 µM]
CCN(CC)C(=O)C1CCN(c2ncnc3c2cnn3-c2ccc(C)cc2C)CC1	2%[57.5 µM]
CN(c1cccc(NC(=O)c2cccc([N+](=O)[O-])c2)c1)S(C)(=O)=O	13%
CCOC(=O)Nc1cccc(C(=O)O)c1	-11%
Cc1cc(C(=O)O)oc(=O)c1	4%[57.5 µM]
O=C(Nc1ccc([N+](=O)[O-])cc1)c1cncc(Br)c1	-2%
O=C(/C=C/c1c(F)cccc1Cl)NCc1ccco1	4%
NS(=O)(=O)c1ccc(CCNC(=O)CN2CCCCC2)cc1	3%
Cc1cccc(N(C)C(=O)c2cc3c(=O)[nH]c4ccc(C)cc4c3s2)c1	7%[57.5 µM]
Cc1cc(C)c2c(N)c(C(=O)NNC(=O)c3ccccc3)sc2n1	-10%
Cc1cnc(NC(=O)/C=C/c2ccc(Br)o2)s1	0%[57.5 µM]
Clc1ccccc1Cn1c(/C=C/c2ccco2)nc2ccccc21	3%
O=c1c(Cc2c(F)cccc2Cl)c(O)ccn1CCc1c[nH]c2ccccc12	-8%
Cc1ccc(-c2nc(C=Nc3ccc(O)cc3)c(O)o2)cc1	-3%
CCCc1cc(-c2n[nH]c(=S)n2CC)c2ccccc2n1	1%
O=C(NNc1cc(N2CCCC2)nc(N2CCCC2)n1)c1ccc([N+](=O)[O-])cc1	-14%
O=S(=O)(CS(=O)(=O)c1ccc(Cl)cc1)c1ccc(Cl)cc1	2%[57.5 µM]
Cc1ccc(CN2CCN(Cc3nc4c(s3)CCCC4)CC2CCO)cc1 (stereo unspecified)	4%
Continuation:
SMILES	ERK EGF block
C=CCNC(=O)COC(=O)c1ccc(C)c(NC(=O)c2ccco2)c1	-10%
COc1ccc(Nc2cc(C(=O)NCc3ccco3)c3ccccc3n2)cc1	12%
O=C(NCc1ccccc1)c1ccc(OCC2CCCO2)cc1 (stereo unspecified)	0%
CCN(CC(=O)NCCC1=CCCCC1)S(=O)(=O)c1ccccc1	-4%[57.5 µM]
CC(C)CCNC(=O)Cc1csc(-c2ccccc2)n1	6%

Bioassay records: PubChem BioAssay, National Center for Advancing Translational Sciences (NCATS)
